# GPR55 LPI antagonism – inhibition of LPI-stimulated GPR55 beta-arrestin translocation – imaging, U2OS, beta-arrestin-GFP, LPI agonist, primary screen (AID 2013) | U2OS GPR55 beta-arrestin-GFP translocation imaging, LPI antagonism; higher % means a stronger effect | inhibition, % at 10 µM, or IC50 in µM where a hit was titrated | 0.13% of 290,000 active;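 active = spots per cell inhibited over 60%, with over 100 cells counted and total cytoplasm intensity under 500,000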;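 note: U2OS cells stably carrying GPR55 and arrestin-GFP stimulated by 5 µM LPI near EC80; imaged beta-arrestin-GFP aggregate spots per cell after agonist stimulation; plate controls were LPI-stimulated DMSO wells for no effect and DMSO wells without LPI for full effect; some results filed as inactive read as strong as hits; confirmed hits need IC50 under 10 µM and bright autofluorescent wells are also inconclusive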
# NOD1 inhibition – inhibition of NOD1-driven NF-kB reporter – cell-based, luminescence, uHTS, primary screen (AID 1578). NOD1-driven NF-kB luciferase reporter cells, luminescence; higher % means a stronger effect. inhibition, % at 4 µM; hits with a dose series show EC50 in µM. 1% of 290,000 active; in the data active = inhibition mostly above about 36%, no sharp cut-off; inactive = mostly below about 34%;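 note: HEK-293T reporter cells stimulated with the NOD1 agonist gamma-tri-DAP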
# KOR beta-arrestin-1 – KOR agonists, beta-arrestin recruitment, primary screen, cell-based, luminescence, uHTS (AID 1777) | KOR beta-arrestin recruitment, luminescence; higher % means a stronger effect | one-dose activation, % at 10 µM; EC50 in µM for titrated hits | 0.02% of 280,000 active; in the data active = activation above about 50%, passing the limit was not always enough; note: a part of the inactive calls stands beside numbers as strong as those of hits
# NTR1 agonist – NTR1-driven beta-arrestin-GFP spot formation – imaging, U2OS cells, high content, primary screen (AID 493036) | P30989 | 0.17% of 330,000 active | activation, % at 20 µM | agonist mode;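 active = activation at or above 40% of the spot to cytoplasm intensity ratio, with at least 20 cells analyzed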;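 note: 0% = DMSO without peptide and 100% = 100 nM NTR1 peptide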
# Target sequence (P30989 whole entry, looked up): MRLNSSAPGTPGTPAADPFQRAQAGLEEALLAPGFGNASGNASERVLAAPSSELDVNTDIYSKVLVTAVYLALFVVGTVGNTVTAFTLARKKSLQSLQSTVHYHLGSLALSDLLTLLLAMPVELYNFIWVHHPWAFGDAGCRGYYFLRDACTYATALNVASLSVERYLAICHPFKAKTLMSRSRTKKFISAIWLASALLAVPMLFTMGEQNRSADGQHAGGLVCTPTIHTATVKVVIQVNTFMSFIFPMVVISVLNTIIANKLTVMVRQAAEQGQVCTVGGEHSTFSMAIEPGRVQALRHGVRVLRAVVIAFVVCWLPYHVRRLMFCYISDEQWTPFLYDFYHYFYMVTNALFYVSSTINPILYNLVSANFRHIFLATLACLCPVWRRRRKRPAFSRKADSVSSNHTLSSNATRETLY
# GPR35 antagonists – GPR35 antagonists blocking zaprinast-driven arrestin recruitment, primary screen, imaging, U2OS, beta-arrestin-GFP, zaprinast agonist (AID 2058); U2OS GPR35 beta-arrestin-GFP translocation imaging, zaprinast antagonism; higher % means a stronger effect; one-dose inhibition, % at 10 µM; IC50 in µM for titrated hits; 0.052% of 290,000 active;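 active = inhibition of at least 50% with at least 30 cells and total cytoplasm GFP at most 10,000,000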
# Rac1 GTP hydrolysis – MgcRacGAP GTPase-activating activity inhibitors, confirmation, biochemical, ADP Hunter fluorescence | inhibition, % at 30 µM, or IC50 in µM where a hit was titrated | 0.6% of 340,000 active | MgcRacGAP-stimulated Rac1 GTP hydrolysis, ADP Hunter fluorescence; higher % means a stronger effect; GST-tagged Rac1 F28L mutant substrate;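 active = first-screen hits whose inhibition reached a set limit at any dose in the follow-up dose series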;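 note: fluorescence reports GDP produced by GAP-driven GTP hydrolysis; strong numbers were not always called active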
# GPR55 activation – GPR55 agonists via beta-arrestin recruitment, primary screen, imaging, U2OS cells, beta-arrestin-GFP redistribution (AID 1961); U2OS GPR55 beta-arrestin-GFP redistribution imaging; higher % means a stronger effect; activation, % at 10 µM; hits with a dose series show EC50 in µM; 0.048% of 290,000 active;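 active = activation above 40% with more than 50 cells counted in the well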;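 note: U2OS osteosarcoma cells stably expressing GPR55 and beta-arrestin-GFP; plate controls were DMSO negative control for no effect and LPI positive control for full effect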
# KOR beta-arrestin-2 – kappa opioid receptor blockers – cell-based, luminescence, uHTS (AID 1778); KOR beta-arrestin recruitment, luminescence, antagonist mode; higher % means a stronger effect; one-dose inhibition, % at 10 µM; IC50 in µM for titrated hits; 0.091% of 290,000 active; in the data active = inhibition above about 50%; note: strong numbers were not always called active
# UTI89 phage lysis – protection from phage-mediated lysis, alamar blue read-out – E. coli UTI89, K1F phage, bacterial capsule biogenesis inhibitors (AID 488966); inhibition, % at 100 µM; hits with a dose series show IC50 in µM; 0.02% of 340,000 active; E. coli UTI89 K1F phage lysis, alamar blue, 2 h; higher % means a stronger effect;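 active = phage lysis inhibition, versus mean bacterial control, above a set limit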;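 note: capsule biogenesis inhibitors block K1F phage lysis so surviving cells raise fluorescence; higher fluorescence means more inhibition of phage lysis; actives were called in the ten point dose series up to 300 µM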
# NTR1 agonist cell count 20 µM – also measured in NTR1 agonist; calls as there; cell count; measured here: cell count, cytotoxicity flag
# The depositor's hits bear a star; i = inactive; . = not tested or not shown; [ ] = remark or other dose.
SMILES,GPR55 LPI antagonism,NOD1 inhibition,KOR beta-arrestin-1,NTR1 agonist,NTR1 agonist cell count 20 µM,GPR35 antagonists,Rac1 GTP hydrolysis,GPR55 activation,KOR beta-arrestin-2,UTI89 phage lysis
O=C(Nc1cccc(-n2cccn2)c1)C1CCCN(Cc2cccc(F)c2F)C1 (stereo not drawn),3.0%,3.2%,7.0%,1.7,56,-4.4%,-5.0%,-0.1%,-0.9%,-0.1%
CC(=O)c1ccc(OCCCC(=O)NCCc2ccccc2)cc1,-14.0%,13.9%,-7.2%,-0.3,64,1.3%,6.5%,0.4%,28.1%,-0.2%
O=C(Nc1cccc(O)c1)c1ccccc1,-8.6%,-24.9%,-3.9%,-2.2,63,-4.4%,5.6%,0.2%,36.9%,-2.9%
CN(C)C(=C(C#N)C#N)N1CCN(c2ccc(Cl)cc2)CC1,6.3%,-8.6%,-4.3%,-0.7,42,-8.7%,2.0%,-0.1%,-49.9%[20 µM],-0.7%
CCOC(=O)C(=O)N1c2ccccc2C(N(C(=O)C(=O)OCC)c2ccccc2)CC1C (stereo not drawn),2.1%,-0.9%,-0.2%,-1.5,43,-5.9%,8.6%,-0.1%,29.8%,0.5%
CN(C)CCCN1C(=O)c2oc3ccc(F)cc3c(=O)c2C1c1cccnc1 (stereo not drawn),-5.7%,3.2%,-1.4%,6.6,59,-3.3%,2.4%,-0.1%,1.5%,0.2%
O=C(CN1CCCC1)Nc1cc(C(F)(F)F)ccc1Cl,6.1%,-24.2%,-3.2%,-1.3,66,-9.2%,10.9%,0.6%,17.9%,2.4%
O=c1cc(NCCc2ccccc2)c2ccccc2o1,22.5%,-27.4%,.,0.4,51,-6.8%,6.2%,-0.1%,-19.8%[20 µM],1.9%
CC1(C)C(=O)Nc2ccccc2N1C(=O)COc1ncnc2ccccc12,8.3%,-2.0%,-6.6%,-0.4,67,-26.0%,-3.0%,-0.1%,-43.0%,-0.1%
O=C(O)C1C(c2ccccc2)C(C(=O)N2CCOCC2)C1c1ccccc1 (stereo not drawn),-9.1%,-4.6%,28.4%,-0.6,89,3.6%,0.2%,-0.3%,12.8%,0.1%
CCN1CCN(C(=O)c2ccc3c(c2)N(Cc2ccc(F)cc2)C(=O)c2ccccc2S3=O)CC1 (stereo not drawn),7.2%,-7.6%,-0.8%,-4.4,49,-19.1%,2.9%,0.4%,12.7%,5.1%
Cc1cccc(N2CCN(C3CCCCC3NS(=O)(=O)c3ccccc3)CC2C)c1 (stereo not drawn),13.0%,-5.6%,-0.9%,2.2,45,11.1%,8.0%,1.2%,15.2%,0.4%
CCN1CCN(CCCOc2ccc(-c3ccccc3)cc2)CC1,16.7%,-35.7%,0.7%,0.4,50,-2.0%,.,-0.1%,-48.9%,.
C=CCn1c(SCc2ccc(C#N)cc2)nnc1-c1ccccc1,-3.5%,-15.1%,-1.0%,1.4,54,4.9%,-10.5%,-0.1%,25.5%,-1.2%
CSc1nc2ccc3nc(NC(=O)c4ccccc4)sc3c2s1,-6.1%,-2.2%,0.7%,1.1,81,10.6%,7.1%,0.2%,-15.4%,3.0%
O=C(COc1ccccc1)NNC(=S)NC(=O)c1ccccc1,2.5%,-15.8%,-2.4%,3.0,36,-10.8%,12.1%,-0.2%,19.2%,-0.5%
CC1(C)C2CCC13CS(=O)(=O)N[C@@H]3C2 (stereo partly drawn),-7.8%,-4.4%,.,1.2,41,-1.9%,4.6%,-0.2%,4.9%,5.6%
Cc1ccc(S(=O)(=O)NCc2ccccc2)cc1C(=O)NC1CCCCC1,3.2%,-19.4%,-0.4%,0.0,67,1.1%,1.5%,-0.1%,18.8%,-0.1%
O=C(CCN1C(=O)c2ccccc2C1=O)Nc1cccc(S(=O)(=O)NC2=NCCC2)c1,9.0%,-27.5%,6.6%,0.7,56,18.2%,6.8%,-0.5%,-30.3%,0.3%
Cc1cc(NC(=O)CSc2nc3ccccc3c(=O)n2CCCC(=O)NCc2ccco2)n[nH]1,21.2%,8.7%,2.0%,-1.5,80,-0.5%,8.7%,-0.2%,-9.1%,0.5%
COc1ccccc1NS(=O)(=O)c1ccc(OC)c([N+](=O)[O-])c1,-2.0%,-15.2%,-6.5%,-0.1,31,1.6%,2.7%,-0.1%,-28.2%[20 µM],0.4%
CC12CCC(C(=O)NC3CCCC3)(CC1=O)C2(C)C (stereo not drawn),10.0%,.,3.6%,-0.1,55,11.2%,20.8%,-0.1%,2.6%,0.2%[50 µM]
O=C(O)c1cccc2cccnc12,6.9%,-14.9%,-2.5%,0.2,46,5.2%,6.4%,-0.1%,-13.0%,0.6%
Cc1sc2ncnc(N[C@@H](CCC(=O)O)C(=O)O)c2c1C,3.1%,-3.2%,32.2%,2.4,49,-5.5%,12.8%,-0.2%,-3.3%,0.6%
C=CCn1c(-c2ccccc2)nc(=S)c2c1CC(C)(C)OC2,-1.0%,13.8%,1.5%,-1.0,93,15.5%,-0.8%,-0.1%,-8.2%,0.1%
Cc1ccc(-c2nn(CCC(=O)NCC3CCCO3)c(=O)c3ccccc23)cc1 (stereo not drawn),-8.3%,-7.8%,0.7%,-1.7,53,15.0%,4.2%,-0.1%,3.3%,2.3%
Cc1ccc(S(=O)(=O)Nc2ccc(C(N)=O)cc2)cc1[N+](=O)[O-],5.0%,-16.5%,-2.5%,1.5,89,-10.5%,5.1%,-0.1%,-28.4%,i
CS(=O)(=O)N1CCC(C(=O)NCc2ccc(F)cc2Cl)CC1,-3.9%,-6.5%,-3.5%,0.0,41,3.0%,-1.6%,-0.1%,0.8%,-0.1%
Cc1ccc(C(=O)C2C(c3cccs3)NC(=O)NC2(O)C(F)(F)F)cc1 (stereo not drawn),-8.1%,-20.0%,2.5%,-0.8,64,8.6%,2.5%,-0.1%,-0.1%,1.1%
O=C(NC1CCCC1)C(c1ccccc1F)N(C(=O)c1csnn1)c1ccccc1 (stereo not drawn),4.2%,-30.2%,1.4%,-0.8,50,12.8%,6.9%,-0.1%,-42.0%,0.0%
COc1ccc2c(c1)c(C(C)=O)c(C)n2C,5.9%,-8.0%,-0.3%,0.9,63,3.3%,15.2%,-0.1%,13.3%,0.1%
COc1ccc(-c2nnc(SCC(=O)/C(C#N)=C(\C)N)o2)cc1,-2.6%,-86.8%,3.1%,-0.3,76,-8.7%,7.1%,-0.2%,0.3%,0.9%
COc1ccc(OC)c(/C=N/NC2=NS(=O)(=O)c3ccccc32)c1,4.3%,-0.2%,-3.3%,-0.2,48,-9.1%,5.4%,0.0%,15.0%,1.5%[50 µM]
Cc1nc([N+](=O)[O-])cn1CC(O)c1ccc(Cl)cc1 (stereo not drawn),2.0%,0.2%,-1.2%,0.0,45,-6.8%,.,-0.1%,16.4%,.
O=C(CCc1ccc(Oc2cc([N+](=O)[O-])cc([N+](=O)[O-])c2)cc1)N1CCCCCC1,46.5%,-19.5%,3.5%,1.4,36,0.4%,3.8%,0.5%,28.3%,3.9%
O=c1cc(CSc2n[nH]c(=O)n2C2CC2)c2ccc(O)cc2o1,-5.2%,-7.6%,-0.1%,-1.1,43,-16.0%,.,-0.2%,1.9%,.
Cc1ccc(CN2CCSc3ccc(C(=O)NCc4ccco4)cc32)cc1,8.0%,19.0%,3.8%,1.6,77,-10.5%,8.2%,1.0%,33.8%,-0.6%
COc1ccc(CCNC(=O)c2cc3c(=O)n4ccccc4nc3n(C3CCCCC3)c2=N)cc1,9.0%,-19.4%,4.8%,39.9,46,2.4%,16.2%,-0.2%,-68.5%,0.3%
Nc1c(-c2ccccc2)cnn1-c1cccc([N+](=O)[O-])c1,21.6%,-2.8%,-0.5%,1.0,45,8.1%,5.5%,-0.1%,-17.7%,1.1%
Cn1c(C(C(=O)NCC2CCCO2)N(C(=O)Cn2nnc3ccccc32)C2CCCCC2)nc2ccccc21 (stereo not drawn),6.6%,-23.8%,-1.1%,2.8,89,3.8%,5.8%,-0.3%,-12.0%,0.9%
Cc1cccc(N2C(=O)CC(Sc3nccc(C)n3)C2=O)c1 (stereo not drawn),0.8%,-17.0%,1.0%,0.4,56,-4.6%,11.3%,-0.1%,10.8%,0.1%
CC(C)n1c(-c2cccs2)nc2ccccc21,3.4%,-10.5%,-2.2%,0.0,36,2.2%,5.5%,0.3%,30.8%,0.5%
O=C(O)CCC(=O)Nc1ccc(C(=O)OCC(=O)c2ccc(Cl)cc2)cc1,-25.8%,-8.8%,0.2%,-1.6,41,56.9%,0.3%,-0.2%,-3.4%,-3.0%
Cc1cc(-c2ccc(C)c(S(=O)(=O)NCCc3ccco3)c2)on1,1.7%,-20.5%,-4.1%,0.8,67,2.8%,-13.1%,-0.1%,20.7%,-0.1%

# Profiles, quoted from the list. Order of values: GPR55 LPI antagonism | NOD1 inhibition | KOR beta-arrestin-1 | NTR1 agonist | NTR1 agonist cell count 20 µM | GPR35 antagonists | Rac1 GTP hydrolysis | GPR55 activation | KOR beta-arrestin-2 | UTI89 phage lysis
# COc1ccc(OC)c(/C=N/NC2=NS(=O)(=O)c3ccccc32)c1 across the screens: 4.3% | -0.2% | -3.3% | -0.2 | 48 | -9.1% | 5.4% | 0.0% | 15.0% | 1.5%[50 µM]
# COc1ccc(-c2nnc(SCC(=O)/C(C#N)=C(\C)N)o2)cc1 across the screens: -2.6% | -86.8% | 3.1% | -0.3 | 76 | -8.7% | 7.1% | -0.2% | 0.3% | 0.9%
# Cc1cc(-c2ccc(C)c(S(=O)(=O)NCCc3ccco3)c2)on1 across the screens: 1.7% | -20.5% | -4.1% | 0.8 | 67 | 2.8% | -13.1% | -0.1% | 20.7% | -0.1%
# Cc1cccc(N2C(=O)CC(Sc3nccc(C)n3)C2=O)c1 (stereo not drawn) across the screens: 0.8% | -17.0% | 1.0% | 0.4 | 56 | -4.6% | 11.3% | -0.1% | 10.8% | 0.1%
# Cc1nc([N+](=O)[O-])cn1CC(O)c1ccc(Cl)cc1 (stereo not drawn) across the screens: 2.0% | 0.2% | -1.2% | 0.0 | 45 | -6.8% | . | -0.1% | 16.4% | .

# Three compounds out of the list, ordered by molar mass, rising:
SMILES,GPR55 LPI antagonism,NOD1 inhibition,KOR beta-arrestin-1,NTR1 agonist,NTR1 agonist cell count 20 µM,GPR35 antagonists,Rac1 GTP hydrolysis,GPR55 activation,KOR beta-arrestin-2,UTI89 phage lysis
CC(C)n1c(-c2cccs2)nc2ccccc21,3.4%,-10.5%,-2.2%,0.0,36,2.2%,5.5%,0.3%,30.8%,0.5%
Cc1cccc(N2C(=O)CC(Sc3nccc(C)n3)C2=O)c1 (stereo not drawn),0.8%,-17.0%,1.0%,0.4,56,-4.6%,11.3%,-0.1%,10.8%,0.1%
Cn1c(C(C(=O)NCC2CCCO2)N(C(=O)Cn2nnc3ccccc32)C2CCCCC2)nc2ccccc21 (stereo not drawn),6.6%,-23.8%,-1.1%,2.8,89,3.8%,5.8%,-0.3%,-12.0%,0.9%

# Screens: PubChem, several laboratories

# Only part of the results is shown (hit frequency here may not be typical).
